PAD4 inh = human PAD4 inhibitors, primary screen, biochemical, fluorescence polarization, 1536-well format. 0.41% of 330,000 active. AID 485272, 2010. Protein-arginine deiminase type-4 (Homo sapiens), Q9UM07. inhibition, % at 6.36 µM. recombinant PAD4, RCA probe fluorescence polarization;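 active = percent inhibition above a cutoff equal to the mean of all tested compounds plus 3 SD, cut at about 15% in these data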;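 also: 0% = PAD4 with RCA probe and DMSO and 100% = probe without PAD4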
pPAFAH FP inh = pPAFAH enzyme inhibitors, primary screen, biochemical, fluorescence polarization, human; 1.5% of 330,000 active; recombinant pPAFAH, FP-rhodamine probe fluorescence polarization; inhibition, % at 3.39 µM; Platelet-activating factor acetylhydrolase (Homo sapiens), Q13093;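 active = inhibition above the mean inhibition across the screen plus 3 SD, cut at about 25% in these data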;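 also: inhibitors block binding of the rhodamine activity-based probe so polarization drops; 0% = enzyme with DMSO and 100% = wells lacking pPAFAH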
LYPLA1 counter = LYPLA1 inhibitors, primary screen, counter-screen for PME1 inhibitor project, biochemical, fluorescence polarization, FP-Rh probe ABPP. inhibition, % at 5.9 µM. 0.16% of 320,000 active. Acyl-protein thioesterase 1 (Homo sapiens), O75608. recombinant LYPLA1;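 active = inhibition above the mean of all tested compounds plus 3 SD, set per campaign, cut at about 14% in these data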;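 also: inhibitors block serine hydrolase probe labeling of LYPLA1 so polarization falls; 0% = enzyme with DMSO and 100% = wells lacking LYPLA1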
Target sequence (O75608 whole entry, looked up): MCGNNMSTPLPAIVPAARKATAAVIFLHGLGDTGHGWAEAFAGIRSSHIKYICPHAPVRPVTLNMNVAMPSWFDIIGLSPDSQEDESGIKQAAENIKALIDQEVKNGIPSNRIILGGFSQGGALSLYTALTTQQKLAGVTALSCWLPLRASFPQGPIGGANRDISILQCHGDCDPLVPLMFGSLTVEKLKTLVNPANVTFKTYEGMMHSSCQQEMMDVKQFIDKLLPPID
Fam108B counter = mouse Fam108B serine hydrolase inhibitors, primary screen, counter-screen for RBBP9 inhibitor project, biochemical, fluorescence polarization | recombinant Fam108B, FP-Rh probe fluorescence polarization | inhibition, % at 9.51 µM | 0.33% of 300,000 active | AID 1947, 2009;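 active = inhibition above the screen mean inhibition plus 3 SD, computed separately per campaign, cut at about 18% in these data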;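 also: inhibitors lower polarization as less probe binds the enzyme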
PME-1 inh = PME-1 inhibitors via competitive probe labeling, primary screen, biochemical, fluorescence polarization, FP-Rh probe, HTS. Protein phosphatase methylesterase 1 (Homo sapiens), Q9Y570. 0.53% of 320,000 active. inhibition, % at 5.9 µM. recombinant PME-1. AID 2130, 2009;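 active = inhibition above the campaign mean of all compounds plus 3 SD, cut at about 26% in these data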;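 also: competitive labeling of PME-1 active site by serine hydrolase directed probe; 0% = PME-1 with DMSO and 100% = wells lacking PME-1 enzyme; inhibitors block probe labeling so polarization falls and inhibition rises; many of its hits are not listed in these tables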
Target sequence (Q9Y570 whole entry, looked up): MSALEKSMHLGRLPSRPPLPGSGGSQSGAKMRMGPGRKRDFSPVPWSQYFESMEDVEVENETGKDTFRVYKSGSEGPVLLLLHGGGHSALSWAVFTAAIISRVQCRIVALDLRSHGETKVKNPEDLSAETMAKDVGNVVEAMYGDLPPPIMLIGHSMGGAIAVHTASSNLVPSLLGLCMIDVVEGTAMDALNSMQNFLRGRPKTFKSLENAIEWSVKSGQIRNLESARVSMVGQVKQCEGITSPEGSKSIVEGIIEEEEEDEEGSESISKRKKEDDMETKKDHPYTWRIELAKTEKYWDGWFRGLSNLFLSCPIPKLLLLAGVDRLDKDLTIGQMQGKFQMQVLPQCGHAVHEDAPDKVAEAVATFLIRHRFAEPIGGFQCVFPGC
GSTO1 counter = inhibitors of recombinant GSTO1, primary screen, counter-screen for RBBP9 inhibitor project, biochemical, fluorescence polarization; activity-based probe fluorescence polarization; inhibition, % at 5.96 µM; 1.1% of 300,000 active;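 active = inhibition above the campaign mean inhibition plus 3 SD, cut at about 35% in these data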;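 also: 0% = GSTO1-1 with DMSO and 100% = wells lacking GSTO1-1 enzyme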
PAFAH2 FP inh = PAFAH2 enzyme inhibitors, primary screen, biochemical, fluorescence polarization, human | Platelet-activating factor acetylhydrolase 2, cytoplasmic (Homo sapiens), Q99487 | inhibition, % at 3.39 µM | 0.99% of 340,000 active | AID 492956, 2010 | recombinant PAFAH2, FP-rhodamine activity probe;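 active = inhibition above the mean over all tested compounds plus 3 SD, cut at about 30% in these data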;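 also: inhibitors block probe labeling of enzyme so polarization drops; 0% = enzyme with DMSO and 100% = wells lacking PAFAH2 protein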
PAFAH1B2 FP inh = PAFAH1B2 enzyme inhibitors, primary screen, biochemical, fluorescence polarization, human; inhibition, % at 3.39 µM; 1.2% of 340,000 active; recombinant PAFAH1B2, FP-rhodamine activity probe; Platelet-activating factor acetylhydrolase IB subunit alpha2 (Homo sapiens), P68402;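 active = inhibition above the mean of all tested compounds plus 3 SD, cut at about 24% in these data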;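 also: 0% = enzyme with DMSO and 100% = wells lacking PAFAH1B2; many of its hits are not listed in these tables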
Target sequence (P68402 whole entry, looked up): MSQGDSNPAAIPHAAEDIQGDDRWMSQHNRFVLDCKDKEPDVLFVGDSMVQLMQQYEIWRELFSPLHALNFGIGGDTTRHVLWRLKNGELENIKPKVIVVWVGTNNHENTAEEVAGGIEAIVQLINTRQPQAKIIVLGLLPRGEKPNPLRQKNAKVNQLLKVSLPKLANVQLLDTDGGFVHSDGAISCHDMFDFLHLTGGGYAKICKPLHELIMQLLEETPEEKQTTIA
PAFAH1B3 inh = PAFAH1B3 enzyme inhibitors, primary screen, biochemical, fluorescence polarization, human; Platelet-activating factor acetylhydrolase IB subunit alpha1 (Homo sapiens), Q15102; recombinant PAFAH1B3, FP-rhodamine probe; inhibition, % at 3.39 µM; 0.28% of 340,000 active; AID 492972, 2010;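 active = inhibition above the screen-wide average of all tested compounds plus 3 SD, cut at about 25% in these data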;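 also: 0% = enzyme with DMSO only and 100% = wells lacking PAFAH1B3 protein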
Target sequence (Q15102 whole entry, looked up): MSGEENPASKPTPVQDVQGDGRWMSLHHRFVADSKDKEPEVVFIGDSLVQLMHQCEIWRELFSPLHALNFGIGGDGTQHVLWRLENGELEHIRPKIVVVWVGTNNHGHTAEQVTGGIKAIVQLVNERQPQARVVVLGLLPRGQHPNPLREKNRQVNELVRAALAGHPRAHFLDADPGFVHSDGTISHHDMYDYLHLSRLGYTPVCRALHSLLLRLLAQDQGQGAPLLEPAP
* hit, by the source's call; . = not tested or not shown. Only part of the results is shown. The share of hits here may be higher or lower than overall.

SMILES	PAD4 inh	pPAFAH FP inh	LYPLA1 counter	Fam108B counter	PME-1 inh	GSTO1 counter	PAFAH2 FP inh	PAFAH1B2 FP inh	PAFAH1B3 inh
Cn1cc(C(=O)N/N=C/C(Br)=C\c2ccccc2)ccc1=O	-1	2	-4	-3	-7	-2	6	-1	9
O=C(Nc1nnc(C2=COCCO2)o1)c1ccc(Br)cc1	-4	9	3	-3	1	-16	2	3	4
C/C(=N\NC(=O)c1ccccc1)c1ccc(C)c([N+](=O)[O-])c1	-8	-1	-3	-1	3	4	-3	2	4
COc1ccccc1C(=O)Oc1cc(C)[nH]c(=O)c1[N+](=O)[O-]	-1	0	1	1	2	0	0	3	-3
Cc1ccc(Oc2c(C=O)c3ccccc3n2C)cc1	3	-2	1	2	-2	-12	-5	1	-7
CCn1nc(NC(=O)c2cccnc2)c2cc3ccccc3nc21	-2	-3	-4	1	5	-8	3	5	8
CCOC(=O)C1(CC2CCCCO2)CCN(Cc2nc(-c3cccs3)oc2C)CC1 (stereo not drawn)	-5	1	-3	-2	-1	-1	3	-5	0
CCOCCCNC(=O)C1CCC(CNS(=O)(=O)c2ccc(OC)cc2)CC1 (stereo not drawn)	1	1	1	-1	-6	-1	0	-4	1
COc1ccccc1N(Cc1ccccc1)S(=O)(=O)c1cccc(C(=O)Nc2ccccn2)c1	-1	10	-6	-5	-12	-5	-3	2	4
CC(C)Sc1nc2c(c(=O)[nH]c(=O)n2C)n1CCc1ccccc1	-1	1	3	-2	5	5	-2	3	7
Cc1ccc(C(=O)N2CCN(C)CC2)cc1S(=O)(=O)N1CCCCCC1	0	-3	1	-2	18	-2	5	5	18
O=C(NCc1ccccc1)/C(=C\c1ccc(O)cc1)NC(=O)c1ccco1	2	3	2	-6	0	-7	0	2	5
Cc1cccc(OCC(O)Cn2c(N3CCCCC3)nc3c2c(=O)n(C)c(=O)n3C)c1 (stereo not drawn)	4	5	4	3	1	10	-5	0	0
O=[N+]([O-])c1ccccc1S(=O)(=O)N1CCN(c2ccc(F)cc2)CC1	-3	-7	-2	-6	-1	3	8	0	12
COc1ccc(N(CC(=O)NN=C2CCCCCCC2)S(=O)(=O)c2ccccc2)cc1	-2	0	-3	-5	3	6	-6	0	2
O=C(Nc1ccc(N2CCN(C(=O)c3ccco3)CC2)cc1)c1ccc([N+](=O)[O-])cc1Cl	1	8	3	4	3	3	-1	9	6
COc1ccc(C(N)c2nccc3cc(OC)c(OC)cc23)cc1OC (stereo not drawn)	22*	3	0	4	7	39*	8	1	10
O=C(Nc1ccc(COc2ccccc2)cc1)Oc1ccccc1N1CCOCC1	9	0	0	-4	-2	-5	2	1	3
CCOc1cc(C(=S)N2CCOCC2)ccc1OS(=O)(=O)c1ccc(Br)cc1	2	7	-6	0	9	-1	-2	13	7
CCCc1cc(=O)n2[nH]c(-c3ccccc3)cc2n1	-1	-1	2	4	3	-20	12	6	9
COc1cccc(OC)c1C(=O)N1CCOCC1	0	3	1	-2	-3	1	4	1	4
NS(=O)(=O)c1ccc(NC(=O)COC(=O)c2cc3ccccc3cc2O)cc1	-4	-3	-17	-26	-33	0	-13	3	-7
O=C(O)c1ccc(S(=O)(=O)N(Cc2ccc(F)cc2)C2CCCCC2)cc1	-4	3	-1	2	0	11	0	26*	-2
CC(C)C(c1nnnn1C1CCCC1)N1CCCc2ccccc21 (stereo not drawn)	2	4	3	0	1	-5	5	1	4
COc1cc(OC)c(OC)cc1/C=N/NC(=S)NCC1CCCO1 (stereo not drawn)	0	6	3	8	-2	6	4	9	11

Remaining list, next part.
SMILES	PAD4 inh	pPAFAH FP inh	LYPLA1 counter	Fam108B counter	PME-1 inh	GSTO1 counter	PAFAH2 FP inh	PAFAH1B2 FP inh	PAFAH1B3 inh
Cc1ccc(C(=O)Nc2ccon2)cc1S(=O)(=O)N1CCOCC1	-2	-1	0	0	1	5	-3	-1	5
COc1ccc(S(=O)(=O)N(C)C)cc1NCC(=O)Nc1cccc2ccccc12	-1	8	-4	-6	3	-1	-68	2	7
CN(Cc1ccccc1)c1oc(COc2ccccc2F)nc1C#N	1	5	-3	-3	3	-2	0	8	9
O=C(CN(CC1CCCO1)C(=O)CCC(=O)Nc1ccccn1)NCc1ccccc1 (stereo not drawn)	0	-1	0	-2	3	4	-9	3	8
CSc1nccc(NC(=O)c2cccc(Br)c2)n1	0	-2	-7	-1	-1	-8	-1	-1	-7
COc1cc2nc(CN(CCC(C)C)Cc3nc4cc(OC)c(OC)cc4c(=O)[nH]3)[nH]c(=O)c2cc1OC	-2	1	0	-1	-8	2	-7	4	6
COc1ccc2sc(N(CCCN(C)C)C(=O)c3ccc(S(=O)(=O)N4CCCc5ccccc54)cc3)nc2c1	4	-2	-2	-5	-2	-1	0	4	5
COc1ccc(S(=O)(=O)N2CCCCC2)cc1NC(=O)CCNC(=O)c1ccc(Cl)cc1	-1	4	.	.	.	.	4	6	7
COc1ccc(N2CCN(C(c3cc4cc(C)ccc4[nH]c3=O)c3nnnn3Cc3ccccc3)CC2)cc1 (stereo not drawn)	4	3	-6	5	18	9	6	6	2
CCCOc1ccc(C(=O)NNC(=O)c2cccc(S(=O)(=O)N3CCN(C(C)=O)CC3)c2)cc1OC	2	5	-3	-3	3	-13	3	4	4
CCn1cnc2c1c(=O)n(Cc1ccc(C(=O)OC)cc1)c(=O)n2Cc1ccccc1	-1	0	-6	0	-4	12	-7	3	2
Nc1ccc(S(=O)(=O)c2ccc(N)cc2)cc1	2	3	-1	1	-5	7	3	0	-5
CCOC(=O)N1CCN(Cc2nc3cc(NC(=O)C(C)C)ccc3n2CC)CC1	2	-6	0	-1	-2	10	5	0	0
Cc1nnc(NC(=O)C2CC(=O)N(Cc3ccccc3)C2)s1 (stereo not drawn)	-3	-2	-2	-1	-4	-1	1	2	9
COCCC(=O)Nc1ccc2c(c1)CN(C(=O)CCOC)CC2	-4	-1	0	1	-1	10	-1	2	5
COc1cccc(-c2nc(CS(=O)(=O)CC(=O)NCC(C)c3ccccc3)c(C)o2)c1 (stereo not drawn)	4	2	0	9	-8	0	-6	8	7
CC(=O)c1cn(CCOc2cc(C)ccc2C)c2ccccc12	-4	8	-3	-1	-8	-3	5	1	6
Clc1ccc(CN2CCSCC2)cc1Cl	2	3	-2	2	-3	-2	8	0	6
Cc1cccc(SC2CCN(Cc3nc(CC4CC4)no3)CC2)c1	2	-1	-2	-2	0	4	2	4	-3
CCOC(=O)C1CCN(C(=O)Cc2c(F)cccc2Cl)CC1	-3	0	-3	-2	-3	0	8	3	-4
CC(NC(=O)COc1cccnc1[N+](=O)[O-])c1ccc(F)cc1 (stereo not drawn)	0	4	0	4	2	5	-7	8	0
COc1ccccc1C(=O)NCCC(=O)OCC(=O)Nc1ccc(S(N)(=O)=O)cc1	-2	5	1	.	1	.	10	-4	5
COc1cccc(CN(C)CC(=O)Nc2cc3oc4ccccc4c3cc2OC)c1	-1	2	-4	-1	-2	-2	-12	-4	1
Cc1nc(S/C(=C/c2ccc(OCc3ccc(C(=O)O)cc3)cc2)C(=O)O)n[nH]1	-5	-6	3	-2	-8	-13	3	-4	19
C[C@@H]1CCC[C@H](C)N1Cc1nc(Cc2ccccc2Cl)no1	-2	2	-1	-3	-3	6	9	2	8

Continuation:
SMILES	PAD4 inh	pPAFAH FP inh	LYPLA1 counter	Fam108B counter	PME-1 inh	GSTO1 counter	PAFAH2 FP inh	PAFAH1B2 FP inh	PAFAH1B3 inh
COc1ccc(N2CCN(C3CC(=O)N(Cc4ccccc4)C3=O)CC2)cc1 (stereo not drawn)	-4	10	-3	2	4	1	1	1	1
CC(=O)c1ccc(N2CCN(S(=O)(=O)c3ccc4c(c3)NC(=O)CC(=O)N4)CC2)cc1	-2	9	3	0	1	0	6	4	4
N#Cc1nc(Cc2cccc3ccccc23)oc1NCCN1CCCCC1	-2	11	-1	-2	1	-1	6	4	5
COC(=O)CS(=O)(=O)c1nnc([C@H](Cc2ccccc2)NC(=O)OC(C)(C)C)o1	-2	3	-3	-5	-5	-13	-2	-2	2
Cc1ccc(-c2cc(C(=O)NCCCn3ccnc3)c3cc(Br)ccc3n2)o1	-2	13	1	-3	-2	6	1	-6	9
CC(=O)Nc1ccc(NC(=O)CSc2nnnn2-c2ccc(F)cc2)cc1	-3	-2	0	4	0	23	1	7	8
COc1ccc(NC(=O)CSc2ccc3nnc(-c4cccnc4)n3n2)cc1OC	3	5	2	3	4	1	-5	-3	-3
CCOC(=O)c1c(C)[nH]c(C(=O)OCC(=O)c2ccc(OC)cc2OC)c1C	2	-4	5	-3	-4	-10	-6	2	8
Cc1cc(-c2nnc3sc(C4CCCCC4)nn23)n[nH]1	-3	1	2	0	-1	-5	-7	-2	6
COc1ccc(/C(C)=N/N2C(=O)c3ccccc3NC2c2ccc(O)c(OC)c2)cc1 (stereo not drawn)	3	-5	3	-2	4	6	-1	5	11
CC(C)Cc1nnc(NC(=O)CCC(=O)N2CCN(c3ccccc3F)CC2)s1	1	3	2	-3	2	2	-3	2	6
C/C(=N\NC(=S)NC(C)C)c1cccc([N+](=O)[O-])c1	0	3	2	-3	3	3	9	5	3
CC(C(=O)N1CCc2ccccc21)n1cccc1 (stereo not drawn)	0	-1	2	0	-1	0	-11	4	-9
CCCCN(C)Cc1c(C)[nH]c2ccc(OCC)cc2c1=O	0	-4	-3	-2	-1	5	0	6	-7
COc1cc(C(=O)ON=C2C=C(C)C(=O)C(C)=C2)cc(OC)c1OC	-2	1	-2	-3	-7	0	-9	1	7
O=c1[nH]c(NCCO)nc2ncn(Cc3ccccc3)c12	-1	0	3	1	-2	-5	-3	5	8
O=C(c1ccc2c(c1)OCCO2)C1CCN(S(=O)(=O)c2ccccc2F)CC1	-6	0	-1	0	10	2	2	-1	-3
COc1cc2nc(C3CCC3)n(NC(=O)C3CCC3)c(=O)c2cc1OC	-6	5	1	-2	-1	6	4	1	11
O=c1oc(-c2ccc(O)c(O)c2)cc2cccc(O)c12	-3	25*	.	.	.	.	17	-1	2
CCN(CC)CC(=O)Nc1c(C)cc(C(C)(C)C)cc1C	5	7	2	4	-7	-7	6	1	2
CCOc1cc(C(=O)Nc2ccccc2N2CCOCC2)ccc1OCC(=O)N1CCOCC1	-1	0	2	.	0	.	5	3	0
Cc1cc(C)cc(OCc2ccc(C(=O)O)o2)c1	1	1	2	1	-9	5	4	1	7
Cc1ccccc1OCCn1c(C)nc2ccccc21	1	2	1	-1	5	-8	-8	9	15
NCCCNCCCCNCCCN	-4	2	.	.	.	.	-5	3	-1
Cc1c(Br)c(=O)oc2c(Br)c(O)c(O)cc12	5	63*	5	25*	14	-4	83*	51*	47*

Compound activity deposited in PubChem by The Scripps Research Institute Molecular Screening Center.
